# NOD2-RIPK2 inh: inhibitors of human NOD2-RIPK2 interaction | CHO BLA complementation NOD2-RIPK2, CCF4 ratio | inhibition, % at 4.98 µM | 0.38% of 360,000 active | AID 624267; in the data active means inhibition above about 21%;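 further: 0% = vehicle only and 100% = reference blocker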
# Exocytosis inh: lytic granule exocytosis inhibition | TALL-104 LAMP-1 surface exposure, flow cytometry; cells stimulated with thapsigargin and PMA | inhibition, % at 10 µM | 0.66% of 360,000 active | AID 651702;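 active means inhibition above about 55%, limit read from the data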
# NCOA2 inhibitor: human SRC2 (NCOA2) inhibition. HEK293 GAL4-SRC2 luciferase reporter, luminescence. AID 651957. Q15596. inhibition, % at 9 µM. 0.17% of 370,000 active;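 active means inhibition above the mean inhibition of all tested compounds plus 3 SD, set per campaign, cut at about 52% in these data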;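 further: 0% = DMSO treated cells and 100% = cells given Gossypol at 36 µM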
# COUP-TFII inh: inhibitors of human COUP-TFII (NR2F2); P24468; HEK293T NGFI-A luciferase reporter, luminescence; inhibition, % at 8.6 µM; 0.7% of 370,000 active;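 active means inhibition above a per-plate cutoff, mean inhibition of test wells between control levels plus 3 SD, cut at about 38% in these data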;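 further: cells cotransfected with COUP-TFII expression vector driving the NGFI-A reporter; 0% = median of COUP-TF2 test wells and 100% = reporter-only cells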
# SRC3 inh: human NCOA3 inhibition | Q9Y6Q9 | HEK293 GAL4-SRC3 luciferase reporter, luminescence | inhibition, % at 3.6 µM | 0.17% of 360,000 active;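 active means inhibition above a per-campaign cutoff, the mean of all compounds plus 3 SD, cut at about 60% in these data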;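 further: 0% = DMSO-treated cells and 100% = gossypol-treated cells at 36 µM; higher means less SRC3-driven luciferase light from the GAL4 reporter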
# TROY NFkB inh: inhibitors of TROY-dependent NF-kB signaling | Q293 LMP1-TROYcd NF-kB luciferase reporter, 4 h | inhibition, % at 10 µM | 0.98% of 360,000 active;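 active means compounds whose plate-normalised and pattern-corrected inhibition of the luciferase reporter signal at the single screening dose is 50% or more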
# TWEAK-Fn14 inh: blocks TWEAK-Fn14 interaction in a reporter cell assay; inhibition, % at 10 µM; 2% of 360,000 active; TWEAK-stimulated Fn14 reporter cells, luciferase luminescence, 8 h; in the data active means inhibition above about 50%
# TLR9-MyD88 block: blocks human TLR9 binding to MyD88 | CHO BLA complementation TLR9-MyD88, CCF4 FRET ratio | inhibition, % at 4.98 µM | 0.21% of 340,000 active;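 active means inhibition above the mean over all tested compounds plus 3 SD, cut at about 21% in these data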;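 further: 0% = DMSO only wells and 100% = clavulanate BLA inhibitor control wells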
# NCOA1 inh: inhibits human SRC1 coactivator | AID 588354 | inhibition, % at 3.6 µM | HEK293 GAL4-SRC1 luciferase reporter, luminescence | 0.12% of 360,000 active | Q15788;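 active means inhibition above the campaign mean plus 3 SD, with each screening campaign given its own cutoff, cut at about 60% in these data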;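 further: 0% = DMSO treated cells and 100% = gossypol at 36 µM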
# NR5A2 inv ag: inverse agonists of human LRH-1 (NR5A2); O00482; HEK293T StAR-luciferase reporter, LRH-1 transfected, 24 h; inhibition, % at 3.6 µM; 0.13% of 360,000 active;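 active means inhibition above the mean inhibition of all tested compounds plus 3 SD, cut at about 73% in these data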;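 further: 0% = DMSO wells and 100% = reporter-only cells lacking LRH-1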
# ABHD5 PLIN5 PPI: inhibitors of human ABHD5-perilipin-5 interaction; Q00G26+Q8WTS1; inhibition, % at 4 µM; 0.78% of 360,000 active; Split G. princeps luciferase complementation, luminescence, 4 h;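 active means inhibition above the mean inhibition across every tested compound plus 3 SD, cut at about 22% in these data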;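 further: 0% = DMSO only wells and the 100% control is not disclosed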
# Target sequence (Q00G26 whole entry, looked up): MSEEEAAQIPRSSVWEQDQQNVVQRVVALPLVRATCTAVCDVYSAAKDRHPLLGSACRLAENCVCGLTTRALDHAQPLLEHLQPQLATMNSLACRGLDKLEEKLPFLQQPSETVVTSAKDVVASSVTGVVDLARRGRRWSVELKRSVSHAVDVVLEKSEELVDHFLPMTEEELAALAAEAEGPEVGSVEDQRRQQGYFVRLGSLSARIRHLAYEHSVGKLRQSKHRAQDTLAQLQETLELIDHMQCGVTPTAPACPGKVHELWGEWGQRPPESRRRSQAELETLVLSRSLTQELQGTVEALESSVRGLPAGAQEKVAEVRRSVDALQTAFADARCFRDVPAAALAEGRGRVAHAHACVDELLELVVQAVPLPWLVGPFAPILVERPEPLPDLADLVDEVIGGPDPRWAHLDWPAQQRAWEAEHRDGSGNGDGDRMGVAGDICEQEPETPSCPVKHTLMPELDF
# Target sequence (Q8WTS1 whole entry, looked up): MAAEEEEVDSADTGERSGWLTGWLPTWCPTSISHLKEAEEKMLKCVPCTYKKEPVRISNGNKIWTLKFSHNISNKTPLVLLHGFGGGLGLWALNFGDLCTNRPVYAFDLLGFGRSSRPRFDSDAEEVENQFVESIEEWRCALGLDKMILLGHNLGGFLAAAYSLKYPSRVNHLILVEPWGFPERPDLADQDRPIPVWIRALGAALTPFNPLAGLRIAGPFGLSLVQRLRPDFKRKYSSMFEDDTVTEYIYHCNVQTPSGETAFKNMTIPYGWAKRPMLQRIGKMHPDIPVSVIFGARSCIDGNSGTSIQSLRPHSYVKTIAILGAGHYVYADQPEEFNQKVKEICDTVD
# * marks the source's active call; other numbers are inactive results; / = no result given. This is a subset. The share of hits here may be higher or lower than overall.
SMILES,NOD2-RIPK2 inh,Exocytosis inh,NCOA2 inhibitor,COUP-TFII inh,SRC3 inh,TROY NFkB inh,TWEAK-Fn14 inh,TLR9-MyD88 block,NCOA1 inh,NR5A2 inv ag,ABHD5 PLIN5 PPI
CCOc1ccc(NC(=O)c2ccc(NC(=O)c3ccc(CN4CCOCC4)cc3)cc2)cc1,-14,-2,7,30,5,2,-13,-4,7,8,2
Cc1ccc(NC(=O)CSCC(=O)OC(C)C(=O)Nc2ccc(S(N)(=O)=O)cc2)c(C)c1 (stereo not given),-10,-2,-26,-16,-5,11,-9,-9,-10,-11,11
CCSc1c(C(=O)NC)ccc2c1C(=O)c1ccccc1C2=O,-4,4,-31,9,-4,-18,-3,-1,13,10,-2
O=C(CCCn1c(=S)[nH]c2ccccc2c1=O)N1CCOCC1,1,-3,-37,-8,-8,-23,-17,10,-21,-25,3
COc1ccc(CNc2nc(-c3cccnc3)nn2S(C)(=O)=O)cc1,5,0,-31,10,-7,8,2,-1,2,20,3
CN1CCN(CCCNC(=O)c2cn(C)c3ccc(S(=O)(=O)N(C)C)cc3c2=O)CC1,14,2,1,-3,11,1,-23,9,-21,16,1
O=C(Cc1cccs1)Nc1cccc(-c2nc3ccccc3o2)c1,-17,1,7,3,-4,-34,9,-2,-19,-2,4
COc1ccc(/C=C/C(=O)O)cc1COc1ccccc1C,-2,-11,12,0,3,7,-4,3,8,18,-6
Cn1ccc(C(=O)N/N=C/c2ccccc2[N+](=O)[O-])n1,-7,-5,-23,-24,-27,-13,-17,-6,-54,-38,1
C/C(CC(=O)NCC(C)C)=N\NC(=O)COc1cc(C)c(Br)cc1Br,-1,-4,7,6,7,-9,-6,4,-1,-1,12
Cc1cc(C)n(Cc2cccc(F)c2)c(=O)c1C#N,-6,0,/,/,14,6,11,-10,-19,13,0
CC(=O)N/C(=C/c1ccc(OS(=O)(=O)c2ccc(C)cc2)cc1)C(=O)Nc1ccc(C(=O)O)cc1,-5,4,4,-3,3,-10,-7,2,6,4,-5
CCN1CCc2c(sc(NC(=O)Nc3ccc(Cl)c(Cl)c3)c2C(N)=O)C1,41*,9,-3,-14,2,3,-12,48*,0,-19,18
Cc1cc(C(=O)N/N=C/c2ccc(Cl)c([N+](=O)[O-])c2)c(C)n1-c1ccc(F)cc1,5,-1,3,-15,6,42,63*,0,-27,-10,-7
C/C(=N/NC(=O)C1COc2ccccc2O1)c1ccc(Br)s1 (stereo not given),-12,-4,-13,-18,25,-48,-36,3,13,-8,-1
Cc1ccsc1C(=O)OC(C)C(=O)Nc1ccc(Cl)cn1 (stereo not given),-10,0,8,18,20,-15,4,-6,14,-8,-9
Cc1nnc(SCC(=O)NNC(=O)c2ccco2)s1,3,11,27,-11,-7,-5,5,-5,-4,-11,1
Cc1cc(=O)[nH]c2ccc(S(=O)(=O)NC3CCCCC3)cc12,-7,-3,-25,-42,2,-15,13,2,2,16,6
CN1CCN(S(=O)(=O)c2ccc(NC(=S)NC(=O)C3CCCC3)cc2)CC1,1,7,-6,8,0,-4,5,3,-10,13,7
Cc1noc(C)c1CSCC(=O)Nc1cc(Cl)ccc1N1CCOCC1,8,2,-10,7,-8,-11,-2,-2,-5,11,-1

# Complete entries, quoted from the list. Screens in order: NOD2-RIPK2 inh, Exocytosis inh, NCOA2 inhibitor, COUP-TFII inh, SRC3 inh, TROY NFkB inh, TWEAK-Fn14 inh, TLR9-MyD88 block, NCOA1 inh, NR5A2 inv ag, ABHD5 PLIN5 PPI
# CN1CCN(CCCNC(=O)c2cn(C)c3ccc(S(=O)(=O)N(C)C)cc3c2=O)CC1 is listed as 14, 2, 1, -3, 11, 1, -23, 9, -21, 16, 1
# CCOc1ccc(NC(=O)c2ccc(NC(=O)c3ccc(CN4CCOCC4)cc3)cc2)cc1 is listed as -14, -2, 7, 30, 5, 2, -13, -4, 7, 8, 2
# Cn1ccc(C(=O)N/N=C/c2ccccc2[N+](=O)[O-])n1 is listed as -7, -5, -23, -24, -27, -13, -17, -6, -54, -38, 1

# The main list resumes; the three compounds before the break are reprinted first.
SMILES,NOD2-RIPK2 inh,Exocytosis inh,NCOA2 inhibitor,COUP-TFII inh,SRC3 inh,TROY NFkB inh,TWEAK-Fn14 inh,TLR9-MyD88 block,NCOA1 inh,NR5A2 inv ag,ABHD5 PLIN5 PPI
Cc1cc(=O)[nH]c2ccc(S(=O)(=O)NC3CCCCC3)cc12,-7,-3,-25,-42,2,-15,13,2,2,16,6
CN1CCN(S(=O)(=O)c2ccc(NC(=S)NC(=O)C3CCCC3)cc2)CC1,1,7,-6,8,0,-4,5,3,-10,13,7
Cc1noc(C)c1CSCC(=O)Nc1cc(Cl)ccc1N1CCOCC1,8,2,-10,7,-8,-11,-2,-2,-5,11,-1
O=C(Nc1cccc2ncccc12)c1ccc(F)cc1,-8,-1,-10,1,0,-3,2,12,10,8,-5
CCOc1ccc(Nc2ncnc3c2cnn3C)cc1,8,-2,-11,-15,-22,-11,6,4,-46,0,-9
O=C1CC(c2nc3ccccc3[nH]2)CN1c1ccccc1F (stereo not given),-24,-3,-11,-10,-6,-1,9,-7,9,-11,9
Cc1ccsc1C1C(C#N)=C(N)OC2=C1C(=O)CC(C)C2 (stereo not given),-13,1,18,0,-1,15,8,7,-11,5,6
O=C(C1CCC1)N1CCN(S(=O)(=O)c2ccc(Br)cc2Cl)CC1,-7,1,1,14,7,12,2,-1,-11,2,1
Cc1cc(C)nc(N2CCCC(C(=O)Nc3nnc(C)s3)C2)n1 (stereo not given),-2,1,0,-2,-11,-10,11,2,0,0,1
COc1ccc(CCC(=O)Nc2ccc(OC)c(S(=O)(=O)N3CCCCC3)c2)cc1,4,13,-7,-3,13,18,5,-3,-5,8,1
CCc1c(C)nc(N)n2c(SCC(=O)N3CCCC(C)C3)nnc12 (stereo not given),-4,1,15,-13,-4,5,17,-5,10,-16,-6
C[C@H](CO)N1C[C@H](C)[C@@H](CN(C)S(=O)(=O)c2ccccc2)Oc2ccc(NC(=O)Nc3ccc4c(c3)OCO4)cc2C1=O,-10,-4,-11,-4,-8,-10,1,-2,-12,9,-9
O=C(c1ccc(S(=O)(=O)N2CCc3ccccc3C2)cc1)N1CCCCC1,-1,-2,-17,11,9,-2,3,4,7,0,5
C=CCn1c(C(CC)CC(C)(C)O)n[nH]c1=S (stereo not given),-3,2,-2,0,-4,11,7,2,-8,8,-4
Cn1cnnc1SCc1nc(N)nc(Nc2ccccc2)n1,-5,-3,-22,-2,-21,-29,2,9,-17,-20,2
COc1ccccc1CNC(=O)COC(=O)c1cccc(S(=O)(=O)N2CCOCC2)c1,-5,16,1,4,3,11,0,7,-15,6,2
COC(=O)[C@@]12C[C@@H](CC(=O)N3CCN(C(=O)c4ccco4)CC3)C(=O)N(Cc3ccccc3)C1=CCC(C)(C)C2,5,2,-14,2,/,/,/,/,/,13,0
CCOC(=O)Cc1csc(NC(=O)CN(C)S(=O)(=O)c2cccc3cccnc23)n1,-6,0,1,1,18,-10,10,5,2,9,9
COc1cc(NC(=O)c2ccccc2-n2cnnn2)cc(OC)c1,0,-7,4,21,18,-6,-7,-7,4,6,-5
O=C(Nc1ccc(O)cc1)c1cccc(Oc2ccc([N+](=O)[O-])cc2)c1,-7,-5,13,10,-12,16,23,-11,-12,9,5
c1ccc2c(CN3CCOCC3)csc2c1,-4,-2,-16,16,1,-7,-3,7,-3,9,-7
C=CCn1c(SCC)nc2sc3c(c2c1=O)CCc1ccccc1-3,4,-3,-14,17,15,-1,-2,5,-2,5,-9
Cc1cc(-n2c(C)cc(C(=O)CSc3nnnn3-c3ccccc3)c2C)no1,14,-2,-25,9,-18,9,4,2,-3,10,1
Cc1ccc(NS(=O)(=O)c2cccc(C(=O)NNC(=O)c3cccn3C)c2)c(C)c1,0,-1,-44,3,-1,18,-17,-13,-8,-10,-1
CCOc1ccc2nc(NS(=O)(=O)c3ccc4c(c3)n(C)c(=O)n4C)sc2c1,-9,-1,2,9,-23,-4,8,-2,-21,-15,4
O=C(COC(=O)/C=C/c1ccco1)NCc1ccc(Cl)cc1Cl,-2,-2,25,1,-2,-3,-3,6,-9,0,-3
O=C(c1ccc(F)cc1F)N1CCCc2ccccc21,-40,25,19,12,8,-3,-9,-13,-15,17,5
O=C(Cc1ccccc1)Nc1ccccc1N1CCN(c2ccccc2)CC1,-12,8,-22,17,1,-42,-38,-3,7,12,9
COc1ccc(CC(=S)N2CCOCC2)cc1F,-5,-2,-17,7,10,5,8,0,20,-4,2
Oc1ccc(C23CCCC2C2(CCCC2)c2ccc(O)cc2O3)c(O)c1 (stereo not given),-5,-1,12,-3,11,43,24,-7,-23,10,6
O=[N+]([O-])c1ccc(-c2nn(-c3ccccc3)cc2/C=N/n2c(-c3cccs3)n[nH]c2=S)cc1,3,1,-11,27,-6,-37,-39,-6,1,19,11
Cn1c(=O)c2ncn(CC(=O)NC3CCCCCC3)c2n(C)c1=O,-12,3,4,-23,17,3,9,5,11,12,1
O=C(COc1ccccc1)Nc1ccc(Cl)c(-c2nc3ncccc3o2)c1,-3,-2,-20,9,6,-24,-10,-4,10,-4,3
Cc1ccc(C(=O)OCC(=O)NCCc2ccc(F)cc2)cc1S(=O)(=O)N1CCOCC1,-1,2,-1,-10,9,-4,-10,1,-2,6,-6
COc1ccc(C)cc1NC(=O)C(NCC1CCCO1)c1ccccc1 (stereo not given),-19,-3,-7,14,14,-10,-15,-5,-64,1,2
CCc1nc2c(sc3nc4c(cc32)COC(C)(C)C4)c(=O)n1CCN(CC)CC,4,3,-16,19,18,6,-4,9,3,-25,1
NN=C(NN=Cc1ccccc1)c1ccccc1,-13,0,-28,-17,-45,-62,-6,-9,-38,-43,-2
CC(C)Cc1nnc(NC(=O)CCC(=O)N2CCN(c3ccc([N+](=O)[O-])cc3)CC2)s1,-13,10,9,22,12,26,21,5,-2,22,-5
CC1Cc2ccccc2N1C(=O)CSc1ccccn1 (stereo not given),-4,11,-19,-20,-18,-60,-5,8,-30,-10,0

# Random excerpt: 3 records from the list
SMILES,NOD2-RIPK2 inh,Exocytosis inh,NCOA2 inhibitor,COUP-TFII inh,SRC3 inh,TROY NFkB inh,TWEAK-Fn14 inh,TLR9-MyD88 block,NCOA1 inh,NR5A2 inv ag,ABHD5 PLIN5 PPI
Cc1ccc(NS(=O)(=O)c2cccc(C(=O)NNC(=O)c3cccn3C)c2)c(C)c1,0,-1,-44,3,-1,18,-17,-13,-8,-10,-1
CC1Cc2ccccc2N1C(=O)CSc1ccccn1 (stereo not given),-4,11,-19,-20,-18,-60,-5,8,-30,-10,0
O=C(COC(=O)/C=C/c1ccco1)NCc1ccc(Cl)cc1Cl,-2,-2,25,1,-2,-3,-3,6,-9,0,-3

# Bioassay records deposited in PubChem BioAssay by several laboratories.
